RSV CPE inhibition – RSV antiviral activity via CPE protection, HEp-2 cells, primary 10 µM value included (AID 2391). HEp-2 cells, RSV-induced CPE inhibition; higher % means a stronger effect. 310,000 tested, 0.13% active. CPE inhibition, % at 10 µM, or IC50 in µM where a hit was titrated; in the data active means a potency from the dose series; inconclusive means CPE inhibition mostly from about 23% at the one dose, without a potency; inactive means the rest, 99 in 100 with CPE inhibition below about 21%; further: strong numbers were not always called active
PhoP inhibition – inhibitors of PhoP regulon expression, primary screen, Salmonella Typhimurium, GFP reporter (AID 1863). S. Typhimurium PhoP-regulated promoter GFP reporter, 4 h; higher % means a stronger effect. inhibition, % at 50 µM, or IC50 in µM where a hit was titrated. 300,000 tested, 0.16% active;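 active means inhibition over 29.93%, a cutoff 3 SD above the screen mean, later confirmed by dose response; inconclusive means inhibition over 29.93% but no dose response follow-up; inactive means inhibition at most 29.93% or unconfirmed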;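 further: 0% = low Mg2+ inducing control and 100% = high Mg2+ repressing control; strong numbers were not always called active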
Myeloid diff MLP – induction of myeloid progenitor differentiation, primary screen, cell-based, flow cytometry, MLPCN library; calls only at 10 µM; 360,000 tested, 1% active; ER-HoxA9 myeloid progenitors, lysozyme-GFP differentiation;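 active means normalized GFP-positive differentiation at or above the plate's own cutoff, the solvent-only control mean plus 3 SD; inconclusive means no clear call, values can overlap the other calls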;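 further: cells exposed to compound for four days before flow analysis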
Myeloid diff MLP GFP+ MAC1+ % – further read-out of Myeloid diff MLP, marked with its call; GFP+ MAC1+ double positive, %; measured here: differentiation confirmed by MAC1 staining
The depositor's hits bear a star; i = inactive; ? = inconclusive. A portion of the library; count on the stated rates, not on these rows.

SMILES	RSV CPE inhibition	PhoP inhibition	Myeloid diff MLP	Myeloid diff MLP GFP+ MAC1+ %
COc1ccc(S(=O)(=O)NCC(c2ccc(C)cc2)N2CCN(C)CC2)cc1OC (stereo not given)	-2.7%	1%	i	0.4
Cc1ccc(NC(=O)CSc2nc(=O)n(CCN3CCOCC3)c3c2CCCC3)cc1	0.0%	0%	i	0.1
O=C(NCC1CCCO1)c1cc2ccccc2cc1O (stereo not given)	2.6%	-5%	i	1.3
O=C(NCC(=O)N1CCN(c2ccccc2O)CC1)c1cccs1	0.3%	5%	i	0.1
O=C(Nc1ccccc1)C1CCCN1S(=O)(=O)c1cccs1 (stereo not given)	0.2%	1%	i	1.2
Cc1ccccc1Nc1nc(N)nc(COC(=O)CCNS(=O)(=O)c2ccccc2)n1	-2.3%	10%	i	1.1
COc1cc(C(=O)Nc2cc3c4c(c2)CC(=O)N4CCC3)cc(OC)c1OC	-0.3%	6%	i	0.5
COCCN(C(=O)COC(=O)CC(C)c1ccccc1)c1c(N)n(Cc2ccccc2)c(=O)[nH]c1=O (stereo not given)	0.2%	-4%	i	0.2
CCOc1cc(-c2nnc(NC(=O)c3ccco3)o2)cc(OCC)c1OCC	2.9%	-1%	i	0.6
CCOc1ccccc1N1CC(C(=O)Nc2cc(S(C)(=O)=O)ccc2Cl)CC1=O (stereo not given)	-1.6%	12%	i	0.3
Cc1ccc(C(=O)OCC(=O)N2CCC(c3ccccc3)=N2)c(C)c1	-0.5%	2%	i	0.8
Cc1ccc(C)c(S(=O)(=O)N2CCN(C(=O)c3ccccc3Cc3ccccc3)CC2)c1	47%	6%	i	0.9
OC[C@H]1NC[C@@H](O)[C@@H]1O	0.3%	-10%	i	1.9
O=C(c1cc2ccccc2cc1O)N1CCN(c2cccc(Cl)c2)CC1	4.9%	-11%	i	0.5
O=C(NCCCN1CCCC1=O)c1ccc([N+](=O)[O-])s1	-0.8%	4%	i	0.5
O=c1[nH]c(=O)c2cn[nH]c2[nH]1	0.1%	-1%	i	3.3
O=c1[nH]c(Nc2ccccc2Cl)cc2ccccc12	17%	-11%	i	3.7
O=C(Nc1cc(-c2ccccc2)nn1-c1ccccc1)c1ccccc1F	4.6%	8%	i	1.8
COc1cccc(NC(=O)CN(C)C(=O)/C=C/c2ccc3ccccc3n2)c1	1.3%	-7%	i	2.0
CC(C)Cn1c(N)c(C(=O)COC(=O)c2ccc(O)cc2O)c(=O)n(C)c1=O	4.0%	15%	i	0.9
CC(=O)Nc1ccc(NC(=O)CSc2ncc(C(=O)Nc3ccccc3)c(=O)n2C)cc1	-1.2%	-6%	i	0.9
Cc1ccc(C(=O)NCC(=O)NNC(=O)CN(C)S(=O)(=O)c2ccc(Cl)cc2)s1	-1.0%	-7%	i	0.2
CCOc1ccc(OCCOC(=O)CN2C(=O)NC3(CCCC3)C2=O)cc1	-0.7%	4%	i	1.3
Cc1ccc(NC(=O)CCC(=O)N2CCOCC2)nc1	-0.5%	-5%	i	0.4
CCOc1ccc(-c2cccc(NS(=O)(=O)c3ccc([N+](=O)[O-])cc3)c2)nn1	?	4%	i	0.9

Some of these compounds in order of molecular weight, low to high:
SMILES	RSV CPE inhibition	PhoP inhibition	Myeloid diff MLP	Myeloid diff MLP GFP+ MAC1+ %
OC[C@H]1NC[C@@H](O)[C@@H]1O	0.3%	-10%	i	1.9
O=c1[nH]c(=O)c2cn[nH]c2[nH]1	0.1%	-1%	i	3.3
Cc1ccc(NC(=O)CCC(=O)N2CCOCC2)nc1	-0.5%	-5%	i	0.4
O=C(NCCCN1CCCC1=O)c1ccc([N+](=O)[O-])s1	-0.8%	4%	i	0.5
Cc1ccc(C(=O)OCC(=O)N2CCC(c3ccccc3)=N2)c(C)c1	-0.5%	2%	i	0.8
O=C(NCC(=O)N1CCN(c2ccccc2O)CC1)c1cccs1	0.3%	5%	i	0.1
O=C(Nc1cc(-c2ccccc2)nn1-c1ccccc1)c1ccccc1F	4.6%	8%	i	1.8
O=C(c1cc2ccccc2cc1O)N1CCN(c2cccc(Cl)c2)CC1	4.9%	-11%	i	0.5
COc1cccc(NC(=O)CN(C)C(=O)/C=C/c2ccc3ccccc3n2)c1	1.3%	-7%	i	2.0
COc1cc(C(=O)Nc2cc3c4c(c2)CC(=O)N4CCC3)cc(OC)c1OC	-0.3%	6%	i	0.5
CCOc1cc(-c2nnc(NC(=O)c3ccco3)o2)cc(OCC)c1OCC	2.9%	-1%	i	0.6
COc1ccc(S(=O)(=O)NCC(c2ccc(C)cc2)N2CCN(C)CC2)cc1OC (stereo not given)	-2.7%	1%	i	0.4
CCOc1ccccc1N1CC(C(=O)Nc2cc(S(C)(=O)=O)ccc2Cl)CC1=O (stereo not given)	-1.6%	12%	i	0.3
Cc1ccccc1Nc1nc(N)nc(COC(=O)CCNS(=O)(=O)c2ccccc2)n1	-2.3%	10%	i	1.1
Cc1ccc(C)c(S(=O)(=O)N2CCN(C(=O)c3ccccc3Cc3ccccc3)CC2)c1	47%	6%	i	0.9
CC(=O)Nc1ccc(NC(=O)CSc2ncc(C(=O)Nc3ccccc3)c(=O)n2C)cc1	-1.2%	-6%	i	0.9
COCCN(C(=O)COC(=O)CC(C)c1ccccc1)c1c(N)n(Cc2ccccc2)c(=O)[nH]c1=O (stereo not given)	0.2%	-4%	i	0.2

Remaining list, next part.
SMILES	RSV CPE inhibition	PhoP inhibition	Myeloid diff MLP	Myeloid diff MLP GFP+ MAC1+ %
CC(=O)OCC(=O)NCCCOc1cccc(CN2CCCCC2)c1	-0.8%	5%	i	1.5
Cc1cc(C)c(C(=O)COC(=O)C2CC3CCCC(C2)C3=O)c(C)c1 (stereo not given)	-2.3%	-1%	i	1.9
CCn1c(=O)[nH]c2cc(Cl)c(Cl)cc21	-3.4%	-2%	i	1.3
CCOc1ccc(S(=O)(=O)N2CCOCC2)cc1NS(=O)(=O)c1ccc(OC)c([N+](=O)[O-])c1	-0.1%	-5%	i	0.3
Cc1ccc(C(=O)OCc2nnc(-c3ccccc3)o2)s1	-0.4%	-9%	i	1.6
COc1cccc(NC(=O)CN(C)C(=O)CSCc2nc3scc(-c4cccs4)c3c(=O)[nH]2)c1	-0.3%	-8%	i	0.4
